# Compound activity deposited in PubChem BioAssay by several laboratories.
# K1F lysis inhibition – protection from phage-mediated lysis, alamar blue read-out – E. coli UTI89, K1F phage, bacterial capsule biogenesis inhibitors (AID 488966) | hit rate 0.02% among 340,000 | E. coli UTI89 K1F phage lysis, alamar blue, 2 h; higher % means a stronger effect | inhibition, % at 100 µM, or IC50 in µM where a hit was titrated;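 active means phage lysis inhibition, versus mean bacterial control, above a set limit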;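 further: capsule biogenesis inhibitors block K1F phage lysis so surviving cells raise fluorescence; higher fluorescence means more inhibition of phage lysis; actives were called in the ten point dose series up to 300 µM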
# GPR35 arrestin U2OS – GPR35 antagonists blocking zaprinast-driven arrestin recruitment, primary screen, imaging, U2OS, beta-arrestin-GFP, zaprinast agonist (AID 2058) | inhibition, % at 10 µM, or IC50 in µM where a hit was titrated | U2OS GPR35 beta-arrestin-GFP translocation imaging, zaprinast antagonism; higher % means a stronger effect | hit rate 0.052% among 290,000;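 active means inhibition of at least 50% with at least 30 cells and total cytoplasm GFP at most 10,000,000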
# GPR55 beta-arrestin – selective activators of receptor GPR55 – imaging, U2OS cells, beta-arrestin-GFP redistribution, primary screen (AID 1961) | hit rate 0.048% among 290,000 | U2OS GPR55 beta-arrestin-GFP redistribution imaging; higher % means a stronger effect | activation, % at 10 µM; hits with a dose series show EC50 in µM;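 active means activation above 40% with more than 50 cells counted in the well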;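 further: U2OS osteosarcoma cells stably expressing GPR55 and beta-arrestin-GFP; plate controls were DMSO negative control for no effect and LPI positive control for full effect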
# KOR beta-arrestin-1 – kappa opioid receptor activators – cell-based, luminescence, uHTS, primary screen (AID 1777) | KOR beta-arrestin recruitment, luminescence; higher % means a stronger effect | activation, % at 10 µM; hits with a dose series show EC50 in µM | hit rate 0.02% among 280,000; in the data active means activation above about 50%, passing the limit was not always enough; further: a part of the inactive calls stands beside numbers as strong as those of hits
# GPR55 antagonists – inhibition of LPI-stimulated GPR55 beta-arrestin translocation – imaging, U2OS, beta-arrestin-GFP, LPI agonist, primary screen (AID 2013); U2OS GPR55 beta-arrestin-GFP translocation imaging, LPI antagonism; higher % means a stronger effect; inhibition, % at 10 µM, or IC50 in µM where a hit was titrated; hit rate 0.13% among 290,000;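 active means spots per cell inhibited over 60%, with over 100 cells counted and total cytoplasm intensity under 500,000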;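 further: U2OS cells stably carrying GPR55 and arrestin-GFP stimulated by 5 µM LPI near EC80; imaged beta-arrestin-GFP aggregate spots per cell after agonist stimulation; plate controls were LPI-stimulated DMSO wells for no effect and DMSO wells without LPI for full effect; some results filed as inactive read as strong as hits; confirmed hits need IC50 under 10 µM and bright autofluorescent wells are also inconclusive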
# KOR beta-arrestin-2 – kappa opioid receptor blockers – cell-based, luminescence, uHTS (AID 1778). one-dose inhibition, % at 10 µM; IC50 in µM for titrated hits. KOR beta-arrestin recruitment, luminescence, antagonist mode; higher % means a stronger effect. hit rate 0.091% among 290,000; in the data active means inhibition above about 50%; further: strong numbers were not always called active
# MgcRacGAP inhibition – MgcRacGAP GTPase-activating activity inhibitors, confirmation, biochemical, ADP Hunter fluorescence; MgcRacGAP-stimulated Rac1 GTP hydrolysis, ADP Hunter fluorescence; higher % means a stronger effect; GST-tagged Rac1 F28L mutant substrate; inhibition, % at 30 µM, or IC50 in µM where a hit was titrated; hit rate 0.6% among 340,000;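 active means first-screen hits whose inhibition reached a set limit at any dose in the follow-up dose series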;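 further: fluorescence reports GDP produced by GAP-driven GTP hydrolysis; strong numbers were not always called active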
# NOD1 NF-kB reporter – inhibition of NOD1-driven NF-kB reporter – cell-based, luminescence, uHTS, primary screen (AID 1578) | NOD1-driven NF-kB luciferase reporter cells, luminescence; higher % means a stronger effect | inhibition, % at 4 µM; hits with a dose series show EC50 in µM | hit rate 1% among 290,000; in the data active means inhibition mostly above about 36%, no sharp cut-off; inactive means mostly below about 34%;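 further: HEK-293T reporter cells stimulated with the NOD1 agonist gamma-tri-DAP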
# NTR1 agonist – NTR1-driven beta-arrestin-GFP spot formation – imaging, U2OS cells, high content, primary screen (AID 493036); agonist mode; P30989; hit rate 0.17% among 330,000; activation, % at 20 µM;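 active means activation at or above 40% of the spot to cytoplasm intensity ratio, with at least 20 cells analyzed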;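 further: 0% = DMSO without peptide and 100% = 100 nM NTR1 peptide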
# Target sequence (P30989 whole entry, looked up): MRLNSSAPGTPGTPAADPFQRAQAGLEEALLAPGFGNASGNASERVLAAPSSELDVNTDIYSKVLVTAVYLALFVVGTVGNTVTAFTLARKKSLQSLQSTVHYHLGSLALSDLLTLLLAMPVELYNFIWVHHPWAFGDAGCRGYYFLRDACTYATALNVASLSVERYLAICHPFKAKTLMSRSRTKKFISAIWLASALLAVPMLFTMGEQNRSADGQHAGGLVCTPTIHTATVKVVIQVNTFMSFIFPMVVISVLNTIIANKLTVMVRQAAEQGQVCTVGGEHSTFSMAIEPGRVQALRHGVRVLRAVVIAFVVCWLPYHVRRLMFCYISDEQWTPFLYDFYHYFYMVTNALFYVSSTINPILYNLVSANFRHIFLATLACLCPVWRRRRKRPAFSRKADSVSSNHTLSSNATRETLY
# NTR1 agonist cell count 20 µM – recorded beside NTR1 agonist, whose call it bears; cell count; measured here: cell count, cytotoxicity flag
# Starred values were filed as active, the others as inactive; . = no result given; [ ] = another dose, or the depositor's remark. A portion of the library; rates above refer to the full screens.
structure	K1F lysis inhibition	GPR35 arrestin U2OS	GPR55 beta-arrestin	KOR beta-arrestin-1	GPR55 antagonists	KOR beta-arrestin-2	MgcRacGAP inhibition	NOD1 NF-kB reporter	NTR1 agonist	NTR1 agonist cell count 20 µM
CCC(C)Nc1nc2c(c(=O)[nH]c(=O)n2C)n1CCC(C)C (stereo not drawn)	-0.1%	7%	-0.2%	-2.4%	4%	-42%	9%	5%	-0.5	47
Cc1ccc(OCC(=O)OCCN2C(=O)c3ccccc3C2=O)cc1C	0.9%[50 µM]	10%	-0.2%	0.4%	3%	-11%	-9%	-39%	-0.5	46
Cc1nn(Cc2ccccc2Cl)c(C)c1C(=O)N1CCN(c2ccccc2)CC1	0.5%	-3%	-0.1%	-2.1%	-17%	-13%	1%	-3%	-1.1	96
COc1cc(OC)c(S(=O)(=O)Nc2ccccc2NC(=O)CN2CCOCC2)cc1NC(C)=O	0.3%	-1%	-0.2%	-0.7%	7%	-17%	7%	-26%	0.8	40
CCOC(=O)CC1C(=O)NCCN1S(=O)(=O)c1ccc(OC)cc1 (stereo not drawn)	0.1%	4%	-0.1%	-0.1%	-1%	-43%[20 µM]	12%	-9%	1.9	97
Cc1cccc(CCNC(=O)c2cc(S(=O)(=O)N3CCCCC3)c[nH]2)c1	-0.1%	-13%	-0.1%	-3.2%	-10%	16%[20 µM]	7%	-27%	2.1	60
Cc1cc(/C=C2\C(=N)N3C(SCc4ccccc4)=NSC3=NC2=O)c(C)n1Cc1ccccc1	-0.4%	3%	1.4%	1.3%	3%	44%	11%	-71%	2.4	86
CCCCC1CCC(C(=O)OC(C)C(=O)Nc2ccc(NC(C)=O)cc2)CC1 (stereo not drawn)	-0.2%	11%	0.3%	-1.6%	14%	15%	-5%	-20%	0.2	61
Cc1cc(C)nc(SCCC(=O)Nc2ccccc2C)n1	1.4%	-9%	-0.1%	6.5%	-5%	-10%	13%	0%	-0.5	34
COc1cc2c(cc1OC)C(c1cccc(OC)c1OC)CC(=O)N2 (stereo not drawn)	0.8%	8%	0.0%	-3.5%	33%	22%	18%	-6%	-1.5	91
CC(=O)NC1(C(F)(F)F)N=C2SCCN2C1=O (stereo not drawn)	0.9%	1%	-0.2%	-2.9%	3%	-7%	5%	17%	1.5	84
COc1cccc(-c2cc(C(F)(F)F)n3nc(C(=O)N4CCCCC4c4cccnc4)cc3n2)c1 (stereo not drawn)	0.0%	-8%	-0.3%	-1.6%	9%	13%	0%	33%	7.7	43
Cc1[nH]n(-c2ccccc2)c(=O)c1/C=N/NC(=O)C(C)C	-0.3%	14%	0.2%	-3.0%	-3%	19%	-3%	-19%	-0.7	39
O=S(=O)(c1cc(Cl)ccc1Cl)N1CCC2(CC1)OCCO2	-0.8%[50 µM]	-27%	2.0%	6.0%	-5%	-8%	5%	35%	1.0	52
COc1ccc(C(=O)Nc2cc(C(=O)NCCc3ccccc3)ccc2Cl)cc1	2.0%	0%	0.0%	3.1%	7%	-20%	7%	-45%	-0.6	52
COc1ccccc1NS(=O)(=O)c1ccc2nc(CCl)[nH]c2c1	-0.1%	-8%	0.9%	15%	-7%	-85%	5%	-9%	2.5	55
CC(=O)Oc1cccc(-c2nc3ccccc3c(=O)o2)c1	0.0%	0%	0.3%	.	7%	12%[20 µM]	-2%	-31%	2.2	39
CCN(CC(=O)Nc1cc(Cl)ccc1C)C(=O)CCS(=O)(=O)c1ccc(Cl)cc1	0.6%[50 µM]	-8%	-0.1%	-4.1%	-2%	-4%	6%	-39%	-0.7	52
CCOC(=O)N1CCC(Nc2nc3ccccc3nc2NS(=O)(=O)c2ccc(Cl)cc2)CC1	-0.4%[50 µM]	-8%	0.2%	-1.2%	4%	5%	2%	-16%	1.8	43
CC(=O)N1CCC(N(CCN2CCOCC2)C(=S)Nc2ccc(C)cc2)CC1	-1.2%[50 µM]	-6%	0.7%	12%	26%	-35%	8%	19%	0.6	67
CCc1cc2c(=O)c(-n3cnc4ccccc43)coc2cc1O	0.0%	-5%	-0.2%	-1.2%	-2%	-18%	14%	2%	4.8	49
O=C(NC1CC1)C1=C[C@@H](C2CCCCC2)C[C@@H](OCc2ccc(CO)cc2)O1	-0.1%	-5%	0.1%	-3.1%	8%	-16%	12%	-19%	2.2	76
O=[N+]([O-])c1ccc2c(c1)C=C1CCCCC1(N1CCCC1)O2 (stereo not drawn)	1.5%	-6%	-0.2%	2.5%	-4%	-8%	9%	12%	0.0	37
O=C(Cc1ccc(F)cc1)Nc1c2c(nn1-c1cccc(Cl)c1)CS(=O)C2 (stereo not drawn)	1.1%	11%	-0.1%	-6.4%	6%	-35%	11%	11%	-1.2	60
Cc1ccc(-n2ncc(Cl)c2C(=O)NCc2ccccc2)cc1	0.0%	4%	-0.1%	-0.7%	0%	13%	4%	-10%	3.8	61
COc1cccc(-c2nc(CS(=O)(=O)CC(=O)NCCCN3CCOCC3)c(C)o2)c1	0.3%	14%	-0.3%	-2.1%	3%	11%	10%	35%	0.1	69
CCCN1CCc2c(sc(NC(=O)c3ccc(S(=O)(=O)N4CCN(C(=O)OCC)CC4)cc3)c2C(N)=O)C1	1.2%[50 µM]	7%	0.2%	-1.3%	14%	10%	8%	-8%	0.3	69
Cc1ccc(CNC(=O)CSc2ncn[nH]2)cc1	-0.7%	-5%	-0.1%	2.8%	-3%	-32%	6%	38%	0.1	54
O=C(Nc1ccc(NC(=O)c2ccco2)c(Cl)c1)c1ccccc1	0.3%	-7%	0.2%	-2.6%	-5%	1%[20 µM]	7%	-57%	0.9	35
N#C/C(=C\c1ccncc1)c1nc2ccccc2c(=O)[nH]1	-0.8%	-18%	-0.6%	-1.5%	-3%	-16%	13%	-25%	0.5	40
COc1ccc(CCNc2cn[nH]c(=O)c2Cl)cc1OC	-1.0%	16%	-0.1%	.	6%	-47%[20 µM]	5%	-30%	-0.7	44
O=C(NCC(O)c1ccccc1)c1ccccc1 (stereo not drawn)	-1.9%	-2%	-0.2%	-0.1%	-6%	10%	-7%	-4%	2.3	52
Cc1cccc(-n2c(C)cc(/C=C3\NC(=O)NC3=O)c2C)c1	-0.3%	4%	0.5%	.	-5%	-1%	11%	-4%	6.6	56
Nc1[nH]c(=S)nc2nc(-c3ccccc3)c(-c3ccccc3)nc12	-0.8%	3%	-0.1%	-0.5%	5%	20%[20 µM]	10%	-29%	1.1	44
CCc1cccc(C)c1NC(=O)CN(C)Cc1ccccc1F	8.5%	21%	1.5%	-0.8%	2%	.	5%	-8%	-0.8	55
COc1ccc(/C=N/NC(=O)c2ccco2)cc1Cn1nc(C)c([N+](=O)[O-])c1C	-0.5%	3%	0.2%	0.8%	10%	9%	-10%	18%	-0.3	56
Cc1cc(S(=O)(=O)N(Cc2ccccn2)Cc2ccco2)ccc1-n1cnnn1	3.3%	-3%	0.2%	-9.1%	-5%	-3%	2%	-7%	-0.8	49
CN(CC(=O)N1CCN(Cc2ccccc2)CC1)S(=O)(=O)c1cccc2nsnc12	0.2%	2%	0.0%	1.7%	6%	-17%	12%	-40%	0.9	39
CC(=O)C1(C)N(O)C(C)(C)C(c2cccs2)=[N+]1[O-] (stereo not drawn)	0.4%	4%	-0.1%	.	0%	-36%[20 µM]	6%	-18%	-1.6	78
COc1cccc(/C=C2/C(=O)NN(c3ccc(Br)cc3)C2=O)c1O	-2.6%	2%	1.6%	6.1%	4%	-46%	13%	-59%	-1.6	60
CCC(=O)Nc1nc2c(s1)COc1ccccc1-2	1.1%	8%	0.2%	-5.7%	-7%	6%	12%	8%	-2.6	59
CC(=NCC1CCCO1)C1=C(O)CC(C)(C)CC1=O (stereo not drawn)	3.9%[50 µM]	-10%	0.3%	-6.7%	3%	-4%	-4%	-10%	0.2	45
O=C(NNc1ccc([N+](=O)[O-])cc1)Nc1ccccc1	-0.4%	9%	-0.4%	-0.6%	1%	-16%[20 µM]	3%	-10%	1.6	55
O=c1[nH]c(NCCCO)nc2c1C1(CCCC1)Cc1ccccc1-2	-5.0%	-7%	-0.1%	3.8%	-6%	-19%	13%	-23%	3.9	58
O=S(=O)(c1cccs1)N1CCN(c2ncccn2)CC1	-0.2%	-13%	0.2%	-1.8%	-2%	34%	2%	-16%	-0.6	81
CCOC(=O)C1C(=O)NC(c2ccccc2)=NC1c1ccc(F)cc1 (stereo not drawn)	1.1%	-6%	0.0%	-0.8%	16%	6%	7%	2%	1.3	52
CN(C)C(=O)COC(=O)c1cccc(S(=O)(=O)Nc2ccc(OCc3ccccc3)cc2)c1	-0.2%	-7%	0.2%	3.2%	9%	-13%	6%	-4%	1.7	65
O=C(O)c1ccccc1-c1nc2cc(Cl)ccc2c(=O)n1O	-0.2%	14%	0.3%	3.5%	11%	-31%	0%	-46%	0.1	60
COCCNC(=O)C(c1ccc(C)o1)N(Cc1ccccc1)C(=O)Cn1nnc2ccccc21 (stereo not drawn)	-1.4%	-12%	-0.2%	12%	5%	-8%	-4%	2%	1.5	56
COCCCn1c(=O)c2ccccc2n(Cc2ccc(C)cc2)c1=O	-0.1%	13%	0.2%	2.4%	1%	-9%[20 µM]	9%	19%	0.8	51
CC1(C)OC(c2ccccc2)=C/C(=C/C=N/NC(=O)c2ccncc2)O1	0.1%	-4%	-0.1%	.	-17%	-18%[20 µM]	14%	-17%	-0.2	61
CCc1ccc(OCc2nnc(SCC(=O)NCc3ccco3)o2)cc1	0.1%	-7%	-0.3%	-3.8%	10%	16%	12%	-27%	0.2	74
CC(=O)NC(Cc1ccc(F)cc1)C(=O)NC1CCN(C(=O)Nc2ccc(F)cc2)CC1 (stereo not drawn)	0.2%	-14%	-0.3%	-4.5%	1%	3%	6%	1%	-1.1	52

# Compounds listed so far containing a CF3 group:
structure	K1F lysis inhibition	GPR35 arrestin U2OS	GPR55 beta-arrestin	KOR beta-arrestin-1	GPR55 antagonists	KOR beta-arrestin-2	MgcRacGAP inhibition	NOD1 NF-kB reporter	NTR1 agonist	NTR1 agonist cell count 20 µM
CC(=O)NC1(C(F)(F)F)N=C2SCCN2C1=O (stereo not drawn)	0.9%	1%	-0.2%	-2.9%	3%	-7%	5%	17%	1.5	84
COc1cccc(-c2cc(C(F)(F)F)n3nc(C(=O)N4CCCCC4c4cccnc4)cc3n2)c1 (stereo not drawn)	0.0%	-8%	-0.3%	-1.6%	9%	13%	0%	33%	7.7	43
